PrPC surface inh: cell surface PrPC inhibition, primary TR-FRET screen | inhibition, % at 13.8 µM | 370,000 tested, 0.43% active | TR-FRET read-out | AID 720596 | P04156; in the data active = inhibition above about 24%; note: 0% = median of the test wells and 100% = reference compound wells
FadD28 FP inh: blocks FadD28 binding to the bisubstrate probe; inhibition, % at 12.5 µM; fluorescence polarization; 360,000 tested, 0.22% active; in the data active = inhibition above about 8.5%, passing the limit was not always enough; inconclusive = no clear call, values can overlap the other calls
GDH-TPI inh: inhibits GDH-TPI coupling enzymes, artifact for Mtb FBA screen; AID 588335; GDH-TPI coupled enzyme counterscreen, NADH absorbance; 360,000 tested, 1.2% active; inhibition, % at 4.8 µM;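 note: 0% = DMSO wells and 100% = wells lacking the enzyme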
Mtb BioA inh: inhibitors of Mycobacterium tuberculosis BioA enzyme; purified M. tuberculosis BioA enzyme, plate reader; inhibition, % at 9.99 µM; 360,000 tested, 0.096% active; in the data active = inhibition above about 40%; inconclusive = no clear call, values can overlap the other calls
BoNT-A LC inh2: blocks Botulinum neurotoxin A light chain protease; multiplex microsphere protease substrate cleavage, flow cytometry; inhibition, % at 10 µM; 360,000 tested, 0.17% active; in the data active = inhibition above about 30%; inconclusive = no clear call, values can overlap the other calls; note: plate controls were buffer without enzyme for full effect and enzyme alone for no effect
UGM FP inh: Mtb UDP-galactopyranose mutase inhibition. P9WIQ1. purified UGM, fluorescence polarization probe displacement. inhibition, % at 10 µM. 320,000 tested, 0.06% active; in the data active = inhibition above about 10%, passing the limit was not always enough; inconclusive = no clear call, values can overlap the other calls
Target sequence (P9WIQ1 whole entry, looked up): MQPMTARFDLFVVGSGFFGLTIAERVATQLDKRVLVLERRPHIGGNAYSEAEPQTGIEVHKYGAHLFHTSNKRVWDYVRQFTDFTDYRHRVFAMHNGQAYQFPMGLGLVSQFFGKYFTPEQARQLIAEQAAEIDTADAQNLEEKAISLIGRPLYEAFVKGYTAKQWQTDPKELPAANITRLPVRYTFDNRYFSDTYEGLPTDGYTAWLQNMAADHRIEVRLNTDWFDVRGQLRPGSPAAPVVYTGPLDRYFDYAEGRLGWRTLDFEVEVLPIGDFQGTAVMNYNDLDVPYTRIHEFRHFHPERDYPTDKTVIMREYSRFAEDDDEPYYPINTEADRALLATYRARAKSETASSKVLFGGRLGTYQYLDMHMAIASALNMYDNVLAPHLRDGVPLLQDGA
BoNT-F LC inh: blocks Botulinum neurotoxin F light chain protease; inhibition, % at 10 µM; AID 588497; Multiplex microsphere protease cleavage assay, flow cytometry; 360,000 tested, 0.22% active; in the data active = inhibition above about 35%, passing the limit was not always enough; inconclusive = no clear call, values can overlap the other calls; note: plate controls were buffer without enzyme for full effect and enzyme alone for no effect
CCHFV vOTU inh: blocks the CCHF virus ovarian tumor domain protease; CCHFV vOTU protease, Pep-AMC fluorescence; inhibition, % at 11.5 µM; 370,000 tested, 0.55% active; note: 0% = vehicle wells with enzyme and 100% = no enzyme wells
Mtb FBA inh: Mtb fructose-bisphosphate aldolase inhibition; purified M. tuberculosis FBA, fluorescence read-out; inhibition, % at 1 µM; 360,000 tested, 2.3% active; in the data active = inhibition above about 27%;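 note: 0% = vehicle and 100% = reference inhibitor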
Target sequence (P9WQA3 whole entry, looked up): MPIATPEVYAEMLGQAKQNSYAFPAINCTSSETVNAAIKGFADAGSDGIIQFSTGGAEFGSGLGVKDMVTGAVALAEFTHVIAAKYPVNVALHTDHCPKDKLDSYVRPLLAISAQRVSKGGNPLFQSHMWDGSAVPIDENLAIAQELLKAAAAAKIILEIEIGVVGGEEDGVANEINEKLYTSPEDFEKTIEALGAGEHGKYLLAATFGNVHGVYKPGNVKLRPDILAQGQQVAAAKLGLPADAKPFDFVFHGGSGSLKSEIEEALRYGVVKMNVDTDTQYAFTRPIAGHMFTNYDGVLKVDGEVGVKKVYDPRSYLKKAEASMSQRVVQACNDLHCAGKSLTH
Numbers without * were called inactive; ? = inconclusive; . = no result given; & = joins results of further samples. Cut-off read from the data, not from the text of the source, unless noted: active = inhibition above about 30%; inactive = the rest.

| SMILES | PrPC surface inh | FadD28 FP inh | GDH-TPI inh | Mtb BioA inh | BoNT-A LC inh2 | UGM FP inh | BoNT-F LC inh | CCHFV vOTU inh | Mtb FBA inh |
| --- | --- | --- | --- | --- | --- | --- | --- | --- | --- |
| CCOc1cc(C(=O)N2CCC(CC3CC(c4cccc(Br)c4)=NO3)(C(=O)NCC3CCCCC3)CC2)cc(OCC)c1OCC (configuration not stated) | -22 | -0.6 | 17 | 1.1 | -0.3 | -2.9 | 6 | 21 | 5 |
| OC1(c2ccccc2)CC(c2ccccc2)c2ccccc2O1 (configuration not stated) | 7 | -1.5 | 5 | -1.3 | -0.4 | . | 2 | 23 | 2 |
| COc1ccc(-c2nc3ccccc3c(=O)n2CCc2ccc(O)cc2)cc1 | -5 | -2.9 | 12 | . | -5.6 | 0.3 | -16 | -1 | -1 |
| Cc1ccc(C(=O)N(CCN(C)C)CC2CCCN(Cc3ccccc3F)C2)cc1C (configuration not stated) | -8 | -1.4 | 4 | 1.5 | 0.4 | 0.4 | ? | -18 | 1 |
| CC(=O)O[C@@H]1[C@H](OC(=O)CC(C)C)c2c(ccc3ccc(=O)oc23)OC1(C)C | -9 | -5.2 | 19 | 2.0 | 0.2 | 4.6 | 4 | 3 | 15 |
| O=C1C(Cl)=C(Nc2ccccc2)C(=O)c2ccccc21 | -8 | -4.4 | 14 | 2.6 | 0.1 | 0.9 | -10 | 22 | -4 |
| O=C1NC(O)CCN1C1CC(O)C(CO)O1 (configuration not stated) | 4 | -1.7 | . | . | -0.8 | . | -12 | -3 | 2 |
| O=C(COC(=O)[C@H](Cc1ccccc1)NS(=O)(=O)c1ccccc1F)NC1CCCCC1 | -5 | -1.4 | -16 | 0.6 | 6.8 | 2.1 | 12 | 3 | -1 |
| CC(=O)Oc1ccc(/C=C2/C(=O)N(c3ccccc3)N=C2C)cc1 | -6 | -0.3 | 11 | -1.5 | 0.8 | -1.5 | 11 | 103* | -2 |
| COc1cc(NC(=O)CSc2nccc(C)n2)c(C(=O)O)cc1OC | 1 | 0.3 | 12 | -2.3 | 2.0 | 2.4 | 0 | 3 | 4 |

Reprinted from the part before: two compounds; new compounds follow.
| SMILES | PrPC surface inh | FadD28 FP inh | GDH-TPI inh | Mtb BioA inh | BoNT-A LC inh2 | UGM FP inh | BoNT-F LC inh | CCHFV vOTU inh | Mtb FBA inh |
| --- | --- | --- | --- | --- | --- | --- | --- | --- | --- |
| CC(=O)Oc1ccc(/C=C2/C(=O)N(c3ccccc3)N=C2C)cc1 | -6 | -0.3 | 11 | -1.5 | 0.8 | -1.5 | 11 | 103* | -2 |
| COc1cc(NC(=O)CSc2nccc(C)n2)c(C(=O)O)cc1OC | 1 | 0.3 | 12 | -2.3 | 2.0 | 2.4 | 0 | 3 | 4 |
| CCOC(=O)COc1c(C(=O)OC)sc2ncccc12 | 13 | -1.7 | 5 | . | 0.2 | -1.1 | 2 | -20 | 7 |
| COc1ccccc1C1c2ccc3ccccc3c2Oc2ncn(CCCO)c(=N)c21 (configuration not stated) | . | . | 1 | -1.0 | -1.9 | 0.1 | -8 | . | -1 |
| O=C(NCCCN1CCCC1=O)c1ccc(NS(=O)(=O)c2ccccc2)cc1 | -5 | -0.8 | 0 | 5.8 | -1.1 | -1.9 | 13 | -2 | 1 |
| CC(Sc1nnc(-c2ccccc2F)n1C1CC1)C(=O)N1CCCC1 (configuration not stated) | -9 | -1.2 | 3 | -6.5 | -0.3 | -0.7 | 3 | 28 | 0 |
| NC(=S)Nc1cccc2[nH]ncc12 | 8 | 0.4 | -6 | -0.1 | -0.2 | -3.3 | -5 | 8 | -1 |
| O=[N+]([O-])CC1(n2nc3ccccc3n2)CCCCC1 | . | 0.3 | 3 | 0.6 | -0.3 | 0.8 | 1 | . | 0 |
| O=C(CO/N=C/c1ccc(OC(F)F)cc1)NCc1ccco1 | 2 | -1.1 | 2 | -1.1 | -0.2 | -3.2 | 0 | -14 | 5 |
| CCOC(=O)c1ccc(NC(=O)c2n[nH]c(=O)c3ccccc23)cc1 | 2 | -1.0 | 11 | . | -1.1 | -1.1 | -4 | -17 | 0 |
| CCCCNC(=O)c1onc(CSc2ccc(OC)cc2)c1C(=O)O | -3 | -1.6 | -5 | 0.9 | -0.4 | -0.2 | -1 | 5 | 0 |
| Cn1cc(C(=O)c2cccc(Cl)c2)cc1C#N | 5 | -2.2 | 12 | . | -1.2 | -0.8 | -10 | -3 | 6 |
| C[C@H](CO)N1C[C@H](C)[C@@H](CN(C)C(=O)Nc2cccc(Oc3ccccn3)c2)OCc2cnnn2CCCC1=O | 10 | -1.7 | 1 | -0.2&1.3&0.2 | -0.2 | . | -2 | 5 | -3 |
| O=C(CN1C(=O)COc2ccccc21)Nc1ccc2c(c1)OCCO2 | -1 | -3.0 | -9 | -0.1 | -0.3 | 1.2 | -5 | -5 | 0 |
| Cc1cc(=O)cc(C)n1-c1ccc(Cl)cc1 | 5 | -1.2 | 1 | . | 0.0 | -2.8 | 4 | -13 | -3 |
| CC1=CC(=C(C#N)C#N)c2ccccc2N1C | -8 | 0.4 | 6 | -4.3 | -0.3 | 1.6 | 2 | -12 | 2 |
| CCc1ccc2c(CC(=O)NNC(=O)c3ccncc3)coc2c1 | -1 | -2.2 | 6 | -1.7 | 0.5 | 2.7 | 8 | 1 | -2 |
| C#CCOCCOCCOCCNc1nc(N2CCN(C(=O)[C@H]([C@@H](C)CC)n3cc(CCCN=C(N)N)nn3)CC2)nc(N2CCN(C(=O)[C@H](CCCCN)n3cc(CC(C)O)nn3)CC2)n1 (some centres not stated) | 1 | -0.3 | 7 | 0.0 | -0.9 | 0.5 | -6 | -5 | -2 |
| C#CCNC(=O)c1cccn1-c1ncc(C(F)(F)F)cc1Cl | 1 | -2.7 | -2 | . | -0.1 | 2.0 | 5 | 16 | -1 |
| CS(=O)(=O)c1ccc(Nc2nc(C(N)Cc3ccccc3)cs2)cc1 (configuration not stated) | -3 | -3.6 | -8 | 0.2 | 0.2 | . | -6 | 8 | -2 |
| Cc1ccc(/C=C2\SC(=S)N(CCC(=O)NCCCN3CCOCC3)C2=O)cc1 | -6 | -3.7 | -4 | -2.7 | -3.5 | -2.1 | -14 | -6 | -1 |
| COc1ccccc1CCN=C(N)NS(=O)(=O)c1cc(F)ccc1F | 1 | -0.4 | 7 | 1.3 | 0.7 | -1.9 | 11 | -8 | 6 |
| COCCNc1nc(NCCN2CCNC2=O)c2sccc2n1 | -1 | -0.1 | 12 | 0.9 | -0.4 | . | -3 | 9 | 3 |
| CCC(=O)NCCc1nc2ccccc2n1Cc1ccccc1 | -2 | -2.9 | 3 | . | -0.2 | -3.9 | 7 | 0 | -3 |
| Nc1ccc(/C=C/c2ccc3ncccc3c2)cc1 | -2 | -0.6 | 10 | . | 0.6 | -2.4 | 7 | -8 | -1 |
| COc1ccccc1/C=N/OCc1cc(C(C)=O)ccc1OC | 7 | -1.8 | 14 | -0.4 | -0.3 | 3.6 | 7 | 3 | 1 |
| C[C@]12CC[C@H](O)CC1=CCC1C2CC[C@@]2(C)C1CC[C@@H]2OCc1ccccc1 (some centres not stated) | 2 | -0.1 | 10 | -0.7 | -0.2 | -1.8 | 1 | -15 | -1 |
| Cc1ccc(N(C(=O)Cn2nnc(-c3ccc(C)o3)n2)C(C(=O)NC2CCCC2)c2ccncc2)cc1 (configuration not stated) | 2 | 0.0 | -3 | -1.9 | -5.3 | 1.4 | -6 | 9 | -3 |
| CCCS(=O)(=O)c1c(S(=O)(=O)CCC)c2cnccn2c1C(=O)c1ccc(F)cc1 | -18 | -1.5 | 13 | -0.9 | -1.7 | . | -10 | 13 | 1 |
| CC1CCN(S(=O)(=O)N2CCC(C(=O)NCc3cccs3)CC2)CC1 | . | -2.0 | -1 | . | 0.4 | 0.6 | 0 | . | 1 |
| O=C(CC1SC(N2CCCCC2)=NC1=O)Nc1ccc(C(=O)NCc2ccccc2)cc1 (configuration not stated) | -1 | -3.6 | -4 | -0.4 | 0.2 | -1.4 | 2 | 13 | -4 |
| CCOc1ccc(CCNC(=O)C2CCN(c3nn4c(=O)cc(C)nc4s3)CC2)cc1OCC | -2 | -3.8 | -12 | 3.1 | -0.1 | -0.9 | -1 | 7 | -1 |

Quoted from the listing.
FadD28 FP inh, CCC(=O)NCCc1nc2ccccc2n1Cc1ccccc1 → -2.9
BoNT-A LC inh2, Cc1ccc(N(C(=O)Cn2nnc(-c3ccc(C)o3)n2)C(C(=O)NC2CCCC2)c2ccncc2)cc1 (configuration not stated) → -5.3
Mtb BioA inh, CC(Sc1nnc(-c2ccccc2F)n1C1CC1)C(=O)N1CCCC1 (configuration not stated) → -6.5
BoNT-F LC inh, C[C@]12CC[C@H](O)CC1=CCC1C2CC[C@@]2(C)C1CC[C@@H]2OCc1ccccc1 (some centres not stated) → 1
Mtb BioA inh, O=C(CC1SC(N2CCCCC2)=NC1=O)Nc1ccc(C(=O)NCc2ccccc2)cc1 (configuration not stated) → -0.4
Mtb BioA inh, O=C1C(Cl)=C(Nc2ccccc2)C(=O)c2ccccc21 → 2.6

Next part
| SMILES | PrPC surface inh | FadD28 FP inh | GDH-TPI inh | Mtb BioA inh | BoNT-A LC inh2 | UGM FP inh | BoNT-F LC inh | CCHFV vOTU inh | Mtb FBA inh |
| --- | --- | --- | --- | --- | --- | --- | --- | --- | --- |
| CC1(C(=O)N2Cc3ccccc3C2)CCN1C(=O)C1(c2ccc(Cl)cc2)CC1 (configuration not stated) | 5 | -0.7 | 16 | 18 | 0.3 | . | 2 | -5 | 0 |
| COc1ccccc1Nc1ncc(C(=O)N2CCN(Cc3ccc(OC)c(OC)c3OC)CC2)c2ccccc12 | -4 | -2.5 | 22 | . | -0.1 | -1.3 | -5 | -15 | 5 |
| O=C(NNc1cccc(Cl)n1)Nc1ccc(F)cc1 | 3 | -2.8 | 1 | . | -0.4 | 1.3 | -11 | -9 | 7 |
| CCOc1ccc(C(=O)N2CCN(S(=O)(=O)c3ccc4c(c3)OCCO4)CC2)cc1OCC | -4 | 0.1 | 7 | -0.9 | -0.2 | . | 2 | 2 | 1 |
| CCOc1ccc(-n2c(SCC(N)=O)nnc2-c2cccnc2)cc1 | 5 | -0.4 | 10 | . | 2.2 | 3.8 | ? | -9 | -2 |
| CC(=O)c1cccc(NC(=O)C2CCCN2S(=O)(=O)c2cccc3cccnc23)c1 (configuration not stated) | -3 | -0.5 | -10 | 0.0 | -0.4 | 1.2 | -8 | 4 | 2 |
| CCn1c(=O)c(C(=O)CN2CCN(S(=O)(=O)c3ccc(C)cc3C)CC2)c(N)n(Cc2ccccc2)c1=O | 1 | -3.0 | 12 | 2.4 | -0.2 | -1.0 | 5 | -3 | 0 |
| O=C(CCS(=O)(=O)c1ccc(Br)cc1)N1CCCCCC1 | 9 | -1.7 | 2 | -0.4 | 2.1 | -0.6 | 3 | -1 | 3 |
| C#CCOc1ccc(/C=N/NC(=O)c2cccnc2)cc1OCC | 6 | -4.6 | 1 | 35 | -0.9 | 0.7 | -10 | 5 | -1 |
| CC[C@]12c3[nH]c4ccc(Cl)cc4c3CCN1C(=O)[C@@H](CC(=O)NCCC1=CCCCC1)C[C@@H]2C(=O)N1CCN(C(=O)C2CC2)CC1 | -5 | -1.1 | 5 | -2.5 | -0.3 | . | -13 | -1 | -1 |
| COc1ccc(C(=O)Nc2ccc(S(=O)(=O)NC(C)=O)cc2)cc1[N+](=O)[O-] | -14 | 0.1 | 4 | . | 0.6 | -3.3 | 6 | -12 | 2 |
| O=C1CC(c2ccccc2)Cc2nc3ncnn3cc21 (configuration not stated) | -8 | -2.6 | 3 | 4.6 | -0.2 | -1.1 | -13 | 10 | -1 |

Screens deposited in PubChem BioAssay by several laboratories.
